HIF act = HIF pathway transcriptional activation; U2OS HRE-luciferase reporter, luminescence; normalized: DMSO 0%, desferrioxamine 100%; activation, % at 7.5 µM (by protocol); 300,000 compounds, 0.32% hits; AID 1910;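 active means mean activation of at least 10% of the iron chelator positive control signal, with at least half of replicates also reaching 10%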
aSyn UTR inh = 5' untranslated region of α-synuclein, MLPCN primary screen. alpha-synuclein 5'UTR reporter, inhibitor activity. inhibition, % (tested at 7.5 µM). 300,000 compounds, 0.82% hits; in the data active means inhibition above about 60%;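 further: H4 neuroglioblastoma cells stably carrying SNCA 5'UTR luciferase fusion; 0% = DMSO wells and 100% = positive control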
HSF1 inhib = HSF1 inhibition | NIH3T3-HGL HSE-luciferase, MG132-induced, luminescence 8 h; hits give low values | activity change, negative = inhibition, % at 7.5 µM (by protocol) | 300,000 compounds, 0.77% hits;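 active means more than half of replicate wells show activity change below -50%, luminescence cut by over half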;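 further: luciferase reports HSF-1 transcriptional activity via heat shock element; 0% = median of DMSO wells and -100% = zero luminescence signal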
KLF5 inh = inhibitors of KLF5 expression; DLD-1 KLF5 promoter-luciferase reporter, luminescence; inhibition, % at 5 µM; 290,000 compounds, 0.23% hits; AID 1700;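 active means inhibition above a per-plate limit of that plate's mean compound inhibition plus 3 SD, cut at about 60% in these data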;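 further: 0% = DMSO wells and 100% = LY294002 at 200 µM; higher means less KLF5 promoter-driven luciferase light; inactives centre near -14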
IEC-6 tox = kills IEC-6 intestinal cells in KLF5 counter-screen; IEC-6 cytotoxicity, luminescence viability; inhibition, % at 5 µM; 290,000 compounds, 0.78% hits; in the data active means inhibition above about 22%;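 further: 0% = plate median of test compound wells and 100% = cytotoxic reference compound wells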
AI-2 QS mod = modulates the Vibrio harveyi AI-2 quorum sensing system | Vibrio harveyi JMH597 AI-2 luminescence/OD600 ratio, 9 h; hits give low values; strain lacks LuxN and CqsS sensors; 0 = neutral-control median | activity change, % at 7.5 µM | 300,000 compounds, 0.4% hits; in the data active means activity change below about -75%, passing the limit was not always enough;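 further: luminescence divided by OD600 gain over 9 h not by final OD600 alone; inactives centre near 13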
HSP90 inh = inhibitors of HSP90 luciferase refolding in rabbit reticulocyte lysate. inhibition, % at 5.6 µM. luciferase refolding luminescence, 3 h. 290,000 compounds, 0.91% hits;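 active means inhibition above the screen-wide mean plus 3 SD, computed separately per campaign, cut at about 16% in these data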;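 further: 0% = DMSO wells and 100% = 60 µM geldanamycin wells; inhibitors lower the luminescence because luciferase stays unfolded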
GSK3B inh = human GSK3beta kinase inhibition; P49841; activity score (negative = inhibition), % at 10 µM; 300,000 compounds, 0.038% hits; AID 2097; GST-GSK3beta kinase, ADP-Glo luminescence, 60 min; hits give low values;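 active means more than half of replicate wells score below -50%, meaning over 50% inhibition versus plate controls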;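 further: 0% = median DMSO wells and -100% = median GW8510 positive control wells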
Target sequence (P49841 whole entry, looked up): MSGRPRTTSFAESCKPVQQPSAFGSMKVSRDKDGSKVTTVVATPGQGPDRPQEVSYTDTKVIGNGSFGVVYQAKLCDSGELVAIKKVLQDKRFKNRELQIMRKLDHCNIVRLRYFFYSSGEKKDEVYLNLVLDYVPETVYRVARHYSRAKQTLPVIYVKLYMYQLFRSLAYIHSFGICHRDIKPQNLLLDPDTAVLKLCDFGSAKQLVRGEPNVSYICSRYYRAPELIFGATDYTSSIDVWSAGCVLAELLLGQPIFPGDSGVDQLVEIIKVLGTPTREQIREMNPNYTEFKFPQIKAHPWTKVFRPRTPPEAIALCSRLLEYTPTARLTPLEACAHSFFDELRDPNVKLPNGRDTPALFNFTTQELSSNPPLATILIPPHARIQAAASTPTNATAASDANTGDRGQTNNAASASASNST
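test system = GST-tagged human GSK3beta kinase, cell-free | reagent = 25 µM ATP with peptide substrate | dosing = one dose of 10 µM per compound | schedule = 60 min reaction, RT | detection = luminescent ADP-Glo measurement of ADP formed | control set = DMSO neutral wells and GW8510 at 20 µM as positive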
GSK3A inh = human GSK-3 alpha kinase inhibition. 320,000 compounds, 0.1% hits. P49840. AID 2650. inhibition, % at 10 µM. ADP-Glo luminescence, 60 min;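 in the data active means inhibition above about 50%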;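 further: GST-tagged GSK-3 alpha with peptide substrate and 25 µM ATP; 0% = DMSO neutral wells and 100% = GW8510 positive control wells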
Target sequence (P49840 whole entry, looked up): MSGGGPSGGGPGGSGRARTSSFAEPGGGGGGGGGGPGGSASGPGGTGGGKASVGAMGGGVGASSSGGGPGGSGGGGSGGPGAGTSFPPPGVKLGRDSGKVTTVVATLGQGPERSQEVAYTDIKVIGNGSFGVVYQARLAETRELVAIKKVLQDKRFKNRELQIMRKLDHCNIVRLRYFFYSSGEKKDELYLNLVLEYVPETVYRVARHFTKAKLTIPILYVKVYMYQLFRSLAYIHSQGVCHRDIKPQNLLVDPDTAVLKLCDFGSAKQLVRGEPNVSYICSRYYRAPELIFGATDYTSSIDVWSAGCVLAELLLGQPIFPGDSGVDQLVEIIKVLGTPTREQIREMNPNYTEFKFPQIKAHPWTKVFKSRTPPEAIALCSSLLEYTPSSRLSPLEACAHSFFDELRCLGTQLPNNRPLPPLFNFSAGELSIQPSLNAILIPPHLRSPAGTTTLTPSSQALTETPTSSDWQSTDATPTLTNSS
HSF1 activator = increases HSF-1 driven luciferase reporter signal. 300,000 compounds, 1.7% hits. activation, % at 9 µM. NIH3T3-HGL HSF-1 luciferase reporter, MG132, 8 h; 100% = twice DMSO control signal. AID 504408;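 active means mean replicate activation of at least 50% with a set share of replicates each reaching 50%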;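 further: 0% = median of the neutral control wells and 100% = twice that signal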
* hit, by the source's call; x = not tested or not shown.

SMILES	HIF act	aSyn UTR inh	HSF1 inhib	KLF5 inh	IEC-6 tox	AI-2 QS mod	HSP90 inh	GSK3B inh	GSK3A inh	HSF1 activator
O=C(NCc1ccccn1)C1CCCN(Cc2cnn(-c3ccccc3)c2-n2cccc2)C1 (centres undefined)	0.0	8	3	-39	0	13	2	4	x	5
CCNS(=O)(=O)c1ccc(NC(=O)c2cc(C(F)(F)F)nn2C)cc1	-0.6	14	-7	0	7	-10	1	0	1	15
CC(C)=CCC/C(C)=C/C=N/NC(=O)c1ccc([N+](=O)[O-])cc1	-4.3	-18	-5	14	-4	9	0	1	0	8
CC1CCN(CC(=O)N2CCCc3c2c(=O)oc2ccc(OCc4ccccc4)cc32)CC1	-0.4	22	5	-42	1	10	4	3	x	24
Cc1ccc(NC(=O)NCC2CCN(Cc3cccc(Cl)c3)CC2)c(Cl)c1	-20	8	-6	-11	-3	8	1	0	3	2
CCOC(=O)c1sc(-c2ccc(C)cc2)c(C#N)c1C	0.5	-65	5	-7	0	5	5	-5	-1	22
COc1ccc(NC(=O)N2CCC(Cc3ccccc3)CC2)cc1	0.0	-16	-4	-29	1	-7	-1	0	-5	-1
Cc1ccc(CCNC(=O)C23C[C@H]4C[C@@H](C2)CC(n2nnc(C)n2)(C4)C3)cc1	-0.3	3	-2	-25	-1	14	0	1	0	4
CC(=O)/C(N=Nc1cc2c(c([N+](=O)[O-])c1C)C(C)(C)CC2(C)C)=C(\C)O	0.4	-10	1	-23	-3	0	0	3	-2	7
COc1ccc(C(=O)NN/C(C)=C/C(=O)C(F)(F)C(F)(F)C(F)(F)F)cc1	0.4	7	2	-54	2	-3	-2	1	-5	18
CCN(CC(=O)Nc1c(F)cccc1F)C(=O)CSc1nc2ccccc2o1	-0.2	-2	4	x	x	11	x	2	-2	6
Fc1ccc(/C=N/n2c(-c3cccs3)n[nH]c2=S)cc1	-0.6	5	-11	5	3	45	2	1	9	-16
CCOC(=O)c1cc2ccc(OC)c(OC)c2c(=O)s1	0.6	-16	6	10	4	35	0	2	1	3
O=C(O)c1cnn(-c2nc(-c3cccc(F)c3)cs2)c1C(F)(F)F	0.2	-13	-1	-3	6	13	-1	-3	0	-12
Cc1ccc(NC(=O)Cn2nc(-c3ccccc3)nc2-c2ccccc2)c(C)c1	0.7	10	1	-11	-1	15	-4	2	-3	-3
COCCn1c(SCC(=O)Nc2ccccc2)nc2c1c(=O)[nH]c(=O)n2C	-0.2	-13	0	-3	5	8	-6	3	-2	8
CCOc1ccccc1NC(=O)c1cc(S(=O)(=O)N2CCOCC2)ccc1C	0.2	-12	-6	-24	-10	20	1	2	0	5
O=C(Nc1cccc2ncccc12)c1cc([N+](=O)[O-])ccc1Cl	1.5	-62	3	-5	-7	11	-5	-2	0	-5
CC(OC(=O)c1cc2sccc2n1C)C(=O)NCCc1ccccc1 (centres undefined)	-0.5	-17	9	-6	3	-6	0	1	-2	20
CCC(=O)N1CCc2cc(S(=O)(=O)NCCC(=O)Nc3ccccc3C)ccc21	-0.7	2	-65*	5	7	19	3	-3	-3	-72
O=C(Nc1ccccc1)c1ccccc1N=Cc1cccc(O)c1	0.2	-18	1	-12	2	2	0	-1	0	20
O=C(NCC1CCCO1)C1CCCN(S(=O)(=O)c2ccc(Br)cc2)C1 (centres undefined)	-0.5	-8	-2	-33	0	25	-1	5	-3	-1
CN1CCN(NC(=O)CN2C(=O)/C(=C/c3ccccc3Cl)SC2=S)CC1	-0.3	-55	-2	-31	3	12	-1	-3	x	14
Cc1nc(-c2ccc(Cl)cc2)sc1C1(C)CC(c2ccc(OC(F)(F)F)cc2)=NO1 (centres undefined)	-0.6	-59	-1	x	x	24	x	-2	-1	15
COc1ccc(/C=N/Nc2cc(N3CCOCC3)nc(C)n2)c(OC)c1	2.0	10	1	-37	2	-17	3	3	-2	11

Record cards, from the list above. Order of values: HIF act, aSyn UTR inh, HSF1 inhib, KLF5 inh, IEC-6 tox, AI-2 QS mod, HSP90 inh, GSK3B inh, GSK3A inh, HSF1 activator
`CC1CCN(CC(=O)N2CCCc3c2c(=O)oc2ccc(OCc4ccccc4)cc32)CC1` is listed with -0.4, 22, 5, -42, 1, 10, 4, 3, x, 24
`CCNS(=O)(=O)c1ccc(NC(=O)c2cc(C(F)(F)F)nn2C)cc1` is listed with -0.6, 14, -7, 0, 7, -10, 1, 0, 1, 15
`COc1ccc(/C=N/Nc2cc(N3CCOCC3)nc(C)n2)c(OC)c1` is listed with 2.0, 10, 1, -37, 2, -17, 3, 3, -2, 11

(further entries)
SMILES	HIF act	aSyn UTR inh	HSF1 inhib	KLF5 inh	IEC-6 tox	AI-2 QS mod	HSP90 inh	GSK3B inh	GSK3A inh	HSF1 activator
O=C(O)c1cnn2cc(-c3[nH]ncc3[N+](=O)[O-])cnc12	0.0	7	1	7	1	12	-1	2	2	6
CCOC(=O)CSc1n[nH]c(NC(=O)c2cccc(C(F)(F)F)c2)n1	0.4	-4	11	0	1	3	4	2	-2	31
Cc1cc(C(=O)CSc2nc(N)cc(N)n2)c(C)n1C1CC1	-0.3	15	-7	-4	-6	12	2	-4	0	-5
C=CCOc1ccc(/C(O)=C2/C(=O)C(=O)N(CCCn3ccnc3)C2c2ccco2)cc1 (centres undefined)	0.7	-24	11	-11	-2	17	-2	-2	-1	27
CN1CCN(C(=O)CN(c2ccccc2)S(=O)(=O)N(C)C)CC1	0.0	12	-7	-13	-1	1	-1	-6	2	3
COc1ccc(C(=O)C2CCCN(C(=O)c3ccc4cc[nH]c4c3)C2)c(C)c1 (centres undefined)	-0.4	14	5	-1	3	18	5	-1	8	6
Cc1ccc(CN2CCN(CC(=O)NC(C)c3ccc4c(c3)OCCO4)C2=O)cc1 (centres undefined)	-0.1	6	-5	-6	-2	-1	1	-3	-1	-3
CCC1(C)Cc2c(sc3[nH]c(=S)[nH]c(=S)c23)CO1 (centres undefined)	-14	-5	2	-9	-10	15	-8	-2	2	-8
Cc1cc(C)cc(C(=O)N2CC(=O)Nc3ccccc32)c1	0.1	110*	-11	48	89*	22	-2	-1	0	-13
O=C(NCCc1ccccc1)c1ccccc1SCC(=O)N1CCCC1	1.0	-36	13	-46	6	15	-5	0	1	3
O=C(NCCOC(=O)c1ccc(Cl)c(S(=O)(=O)N2CCCCC2)c1)c1ccncc1	-1.9	20	-4	-7	-6	17	-1	2	0	-11
Cc1ccc(C2(c3noc(CN(C)CCO)n3)CCCC2)cc1	-0.8	40	-2	-10	-2	13	2	3	-4	2
O=C(CSc1nnc(-c2cnccn2)n1Cc1ccco1)c1ccccc1	2.4	-5	1	-18	-1	5	-2	2	1	3
O=C(Nc1cccc(F)c1)C1CCN(C(=O)c2ccccc2Cl)CC1	-1.3	-4	3	-58	2	28	5	2	-4	24
NC(=O)Nc1ccc(C(=O)OCC(=O)NC2CCCCC2)cc1	-0.5	0	x	-15	-12	43	2	-2	-1	x
CC1CCC2(CC1)NC(=O)N(CC(=O)N1CCN(S(=O)(=O)c3ccccc3)CC1)C2=O (centres undefined)	1.6	-9	-5	-16	-2	-4	1	0	-1	8
CN(C)CCCNc1cc(C(C)(C)C)nc2c(-c3ccccc3)cnn12	1.2	55	-7	-162	20	11	8	-7	22	-9
CCC(C)(C)NC(=O)C(c1ccco1)N(C(=O)c1csnn1)c1cccc(F)c1 (centres undefined)	-0.5	2	-2	-11	-1	15	1	2	0	10
Nc1ccccc1Oc1ccc2ccccc2c1	0.0	-21	-1	-28	1	15	-3	1	-2	-1
Cc1cccc(-c2cnn(-c3ccccc3)c2N)c1	2.3	-129	38	-71	8	-3	4	-5	1	38
COc1cc(/C=N/NC(=O)c2ccc([N+](=O)[O-])cc2Cl)cc(Br)c1O	0.0	13	5	13	0	33	5	2	1	46
CC1(C(=O)NCc2ccc(Cl)c(Cl)c2)Oc2cccnc2NC1=O (centres undefined)	1.9	-6	-5	-52	-7	20	-2	1	-1	3
CSc1ccc2nnc(-c3cccc(F)c3)n2n1	0.1	5	-7	-25	8	30	-3	-9	x	-16
COC(=O)c1[nH]c2cc(OC)ccc2c1NC(=O)CCN1CCCC(C)(C)C1	0.1	-10	-1	0	-3	-13	0	3	-2	45
O=S(=O)(c1cc(F)ccc1F)N1CCC2(CC1)OCCN2S(=O)(=O)c1cccs1	1.3	7	4	x	x	9	x	4	1	11
Later entries:
SMILES	HIF act	aSyn UTR inh	HSF1 inhib	KLF5 inh	IEC-6 tox	AI-2 QS mod	HSP90 inh	GSK3B inh	GSK3A inh	HSF1 activator
O=C(CSc1nc2ccccc2c(=O)n1CC1CCCO1)Nc1ccc(F)cc1 (centres undefined)	0.4	3	6	2	-1	17	-1	-1	-1	16
CCCCCCCCCCOC(=O)NC1CCS(=O)(=O)C1 (centres undefined)	-0.8	11	-8	1	3	18	-3	4	-1	-5
CC(=O)Nc1ccc(NC(=O)CNC(=O)COc2ccccc2)cc1	-0.4	10	-3	0	5	21	1	-1	-1	0
COc1ccccc1NC(=O)N1CCn2c(nc3ccccc32)C1	-0.1	12	5	-29	-4	46	3	-2	-1	11
CCOP(=O)(/C(C#N)=C(/O)c1ccccc1)c1ccccc1 (centres undefined)	-0.5	-1	-6	-2	0	6	-3	0	0	17
Cc1nc(CN(C)C(=O)c2cc(COc3c(F)cccc3F)on2)cs1	0.1	-49	0	-28	1	7	0	0	-3	2
COc1ccc(C(=O)Nc2ccc(S(=O)(=O)NC(C)=O)cc2)cc1[N+](=O)[O-]	0.0	-1	-10	-11	2	12	-1	1	2	-5
O=C(NC(=S)Nc1cc(C(F)(F)F)ccc1N1CCOCC1)c1ccc(-c2cccc(Cl)c2)o1	0.4	-10	-1	-9	4	38	5	3	-2	-7
COc1ccc(Cc2nnc(NC(=O)c3ccccc3Cl)s2)cc1OC	0.1	17	1	-27	1	18	-4	2	-2	21
O=C(C1=COCCO1)N1CCN(c2nc3ccc([N+](=O)[O-])cc3s2)CC1	-0.4	5	-4	x	x	22	x	-2	2	-6
CC(C)CC(=O)Nc1nnc(SCC(=O)Nc2ccc(F)cc2)s1	1.1	1	-1	-17	-1	21	2	2	3	4
CCOC(=O)C1(CCOc2ccccc2)CCN(Cc2cccc(OC)c2)CC1	-0.4	-13	-28	-15	3	26	3	-2	-2	-40
CCn1c(SCC(N)=O)nnc1-c1ccc2[nH]c(C)c(C)c2c1	-0.1	40	-3	-29	1	22	2	5	-1	-2
CCCCNC(=O)C1CCCN(S(=O)(=O)c2ccc(-n3cnnn3)cc2)C1 (centres undefined)	-1.3	-4	-29	-1	6	15	-5	4	0	-40
O=C(CSc1nnc(CNC(=O)c2ccccc2)o1)NCc1ccc2c(c1)OCO2	-0.1	-7	-3	-8	-3	1	-3	2	0	-9
Cc1cc(C(F)(F)F)c(C#N)c(SCC(=O)Nc2nc3cc(Br)ccc3s2)n1	0.1	-176	-29	25	6	2	-3	4	4	-36
CCCCN(C)CCCNC(=O)CCn1nc(-c2ccccc2)ccc1=O	-0.4	24	-3	-11	4	11	6	0	-3	-22
CC(c1nc2ccccc2c(=O)[nH]1)N1CCN(C)CC1 (centres undefined)	-0.1	4	-4	-24	4	15	5	7	0	-3
Cc1ccc(C(=O)C[n+]2ccccc2)cc1	-1.1	-12	-2	-16	-7	11	3	1	-1	6
Nc1c([N+](=O)[O-])c(=O)sc2ccccc12	0.0	-13	-6	-12	2	2	5	-1	1	-13
Cc1ccc(S(=O)(=O)NC(=O)c2ccccc2C)cc1	-0.2	-30	-9	-44	-4	15	4	0	0	1

Bioassay records as filed in PubChem.
